# Compound activity (PubChem BioAssay)
# MsrA inhibitor = inhibits bovine methionine sulfoxide reductase A; purified bovine MsrA, absorbance read-out; inhibition, % at 15.5 µM; 360,000 tested, 0.75% active; AID 651718; in the data active means inhibition above about 4.5%;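 further: 0% = vehicle wells with enzyme and 100% = reference inhibitor wells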
# MT1-MMP act inh = blocks activation of human MT1-MMP. HT1080 RFP-PRO-GFP cells, GFP/RFP ratio fluorescence, overnight; percent of plate control window, DMSO zero. GFP/RFP ratio change, % at 20 µM. 360,000 tested, 0.061% active. AID 651647;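 active means GFP/RFP ratio change of at least 30% with cell ATP level not reduced by more than half and red fluorescence within 50% of control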; further: strong numbers were not always called active
#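 Assay system: RFP-PRO-GFP reporter HT1080 cells; read-out basis: GFP/RFP fluorescence ratio; benchmarks: DMSO wells and RFP-L50D-GFP cells; doses: 20 µM single dose, 1% DMSO; schedule: overnight cell settling, then overnight compound exposure, 37 °C, 5% CO2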
# Tb MetRS inh = blocks T. brucei methionyl-tRNA synthetase activity; purified T. brucei MetRS, ATP depletion, Kinase-Glo luminescence; inhibition, % at 11.9 µM; 360,000 tested, 0.4% active; AID 624268;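 active means inhibition above a per-plate cutoff of the control wells' mean inhibition plus 3 SD, cut at about 5.5% in these data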;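 further: 0% = DMSO wells median and 100% = median of wells with control inhibitor compound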
#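 Assay system: T. brucei methionyl-tRNA synthetase, purified | Medium: HEPES buffer with MgCl2, KCl, DTT, spermine, BSA, pyrophosphatase | Compound: 11.9 µM single point | Incubation: 15 min enzyme-compound preincubation, 2 h reaction, 10 min detection, 25 °C | Measured by: Kinase-Glo luciferase luminescence reporting remaining unconsumed ATP | Measure: % inhibition normalized to control-well medians | Replication: Singlicate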
# bovine MsrA act = activates bovine MsrA enzyme | purified bovine MsrA, absorbance read-out | 360,000 tested, 0.3% active | AID 602163 | activation, % at 10.6 µM; in the data active means activation above about 7.5%;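 further: 0% = vehicle and 100% = reference activator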
# MLLE-PAM2 inh = blocks PAM2 peptide binding to the PABP1 MLLE domain; GST-MLLE / FITC-PAM2 fluorescence polarization; inhibition, % at 20 µM; 360,000 tested, 0.36% active; in the data active means inhibition above about 35%, passing the limit was not always enough;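 further: plate controls were DMSO wells with GST-MLLE for no effect and wells lacking GST-MLLE protein for full effect; some results filed as inactive read as strong as hits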
# E coli Lon inh = inhibitors of E. coli Lon protease | purified E. coli Lon protease, fluorescence polarization | 360,000 tested, 0.42% active | inhibition, % at 7.94 µM | P0A9M0; in the data active means inhibition above about 13%, passing the limit was not always enough;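 further: 0% = enzyme with probe and DMSO and 100% = no enzyme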
# NRP1-CendR mod = alters CendR peptide binding to human NRP-1. O14786. FAM-RPARPAR peptide binding to NRP-1, fluorescence polarization. inhibition, % at 25 µM. 360,000 tested, 0.85% active. AID 602438;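 active means inhibition or corrected inhibition above about 18%, plus a signal ratio from 0.5 to 1.5, limit read from the data, passing the limit was not always enough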; further: strong numbers were not always called active
# Target sequence (O14786 whole entry, looked up): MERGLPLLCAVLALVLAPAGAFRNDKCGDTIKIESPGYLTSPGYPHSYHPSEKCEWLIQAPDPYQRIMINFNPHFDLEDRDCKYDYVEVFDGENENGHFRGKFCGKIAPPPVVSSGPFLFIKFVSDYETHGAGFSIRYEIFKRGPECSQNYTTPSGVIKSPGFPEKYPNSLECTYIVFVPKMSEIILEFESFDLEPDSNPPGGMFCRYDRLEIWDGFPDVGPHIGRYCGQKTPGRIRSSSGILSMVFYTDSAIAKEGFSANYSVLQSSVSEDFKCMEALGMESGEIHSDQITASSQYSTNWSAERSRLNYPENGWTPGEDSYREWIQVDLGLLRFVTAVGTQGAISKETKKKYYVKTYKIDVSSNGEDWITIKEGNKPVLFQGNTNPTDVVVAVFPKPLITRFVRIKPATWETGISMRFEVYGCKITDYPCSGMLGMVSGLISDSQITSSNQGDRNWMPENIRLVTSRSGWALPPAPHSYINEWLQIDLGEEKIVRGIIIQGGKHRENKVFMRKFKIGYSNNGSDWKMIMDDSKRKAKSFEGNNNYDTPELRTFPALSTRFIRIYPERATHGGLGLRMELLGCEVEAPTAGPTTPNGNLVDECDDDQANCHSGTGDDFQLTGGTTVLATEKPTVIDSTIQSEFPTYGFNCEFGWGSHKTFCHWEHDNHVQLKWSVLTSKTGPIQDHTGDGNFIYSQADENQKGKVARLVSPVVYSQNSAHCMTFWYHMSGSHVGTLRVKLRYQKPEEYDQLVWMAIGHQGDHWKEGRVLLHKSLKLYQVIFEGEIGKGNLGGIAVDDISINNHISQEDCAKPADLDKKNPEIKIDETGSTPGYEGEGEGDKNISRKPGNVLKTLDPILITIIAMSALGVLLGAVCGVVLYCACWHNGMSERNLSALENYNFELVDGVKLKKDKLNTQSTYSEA
# SKN-1 inh = inhibitors of C. elegans SKN-1; C. elegans VP596 Pgst-4::GFP/RFP ratio, acrylamide-induced, 24 h; inhibition, % at 21.8 µM; 360,000 tested, 0.49% active; AID 624304;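 active means interference check ratio from 0.5 to 1.5 plus GFP to RFP signal ratio inhibition reaching or exceeding a fixed threshold, cut at about 30% in these data, passing the limit was not always enough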; further: some compounds called inactive have numbers as strong as hits
# FAS-TE inh = inhibitors of human fatty acid synthase thioesterase domain. P49327. recombinant FAS-TE, OMFH fluorogenic substrate, fluorescence endpoint. inhibition, % at 15 µM. 360,000 tested, 0.67% active. AID 602261;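 active means compounds whose normalised, plate-corrected inhibition of enzyme fluorescence in the single-dose primary screen is 50% or more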;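 further: 0% = DMSO with enzyme and 100% = substrate without enzyme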
# Numbers without * were called inactive; . = not tested or not shown. Rows are unselected, and some 4% of all compounds hit somewhere here.
# Start of the data: the first five records, ahead of the listing:
SMILES,MsrA inhibitor,MT1-MMP act inh,Tb MetRS inh,bovine MsrA act,MLLE-PAM2 inh,E coli Lon inh,NRP1-CendR mod,SKN-1 inh,FAS-TE inh
COc1ccc(CNC(=O)CN(C(=O)CCC(=O)Nc2ccccn2)c2ccc3c(c2)OCO3)cc1,-0.3,-3.8,-0.2,-2.0,3.0,-1.5,12.4,8.9,0.3
CCC(C(=O)Nc1ccc(OC)c(Cl)c1)c1ccccc1 (stereo not drawn),0.9,0.5,-0.5,2.3,6.0,-7.8,-8.2,7.8,13.5
O=C(c1ccco1)N1CCN(C(=O)C2CCN(S(=O)(=O)c3cnc[nH]3)CC2)CC1,0.2,-0.4,0.0,-8.1,4.1,-2.5,-8.3,-25.7,-6.2
CCOc1ccc(CC2CC(=O)NC2=O)cc1 (stereo not drawn),3.9,3.7,-1.2,-4.1,6.1,1.5,3.4,10.6,-7.3
Cc1ccc(C(=O)Nc2sc(C)c(-c3ccccc3)c2C(N)=O)cc1[N+](=O)[O-],-0.7,3.0,0.1,-2.5,22.7,-0.5,2.5,1.1,8.3

# This part in full, from the start:
SMILES,MsrA inhibitor,MT1-MMP act inh,Tb MetRS inh,bovine MsrA act,MLLE-PAM2 inh,E coli Lon inh,NRP1-CendR mod,SKN-1 inh,FAS-TE inh
COc1ccc(CNC(=O)CN(C(=O)CCC(=O)Nc2ccccn2)c2ccc3c(c2)OCO3)cc1,-0.3,-3.8,-0.2,-2.0,3.0,-1.5,12.4,8.9,0.3
CCC(C(=O)Nc1ccc(OC)c(Cl)c1)c1ccccc1 (stereo not drawn),0.9,0.5,-0.5,2.3,6.0,-7.8,-8.2,7.8,13.5
O=C(c1ccco1)N1CCN(C(=O)C2CCN(S(=O)(=O)c3cnc[nH]3)CC2)CC1,0.2,-0.4,0.0,-8.1,4.1,-2.5,-8.3,-25.7,-6.2
CCOc1ccc(CC2CC(=O)NC2=O)cc1 (stereo not drawn),3.9,3.7,-1.2,-4.1,6.1,1.5,3.4,10.6,-7.3
Cc1ccc(C(=O)Nc2sc(C)c(-c3ccccc3)c2C(N)=O)cc1[N+](=O)[O-],-0.7,3.0,0.1,-2.5,22.7,-0.5,2.5,1.1,8.3
COc1cc(C(O)c2nc(-c3ccncc3)cs2)ccc1F (stereo not drawn),0.5,-3.1,0.2,-3.6,-7.6,-7.4,-3.6,-5.5,-5.3
CC(CC(=O)NCc1cccnc1)c1ccccc1 (stereo not drawn),-0.7,3.9,-0.4,-0.4,-5.3,-0.2,12.7,9.9,-7.5
COc1cccc(CC(NC(C)=O)C(=O)NC2CCN(c3c4c(nc5ncnn35)CCC4)CC2)c1 (stereo not drawn),-0.4,0.7,-1.1,-2.0,6.1,-8.3,6.4,1.0,-2.2
CCC(C)NC(=O)Cn1nc(Cc2ccncc2)c2ccccc2c1=O (stereo not drawn),-0.3,-3.5,-0.4,-2.2,-5.1,7.4,-3.4,-2.8,-3.8
CC(C)N1CCN(Cc2cccs2)CC1CCO (stereo not drawn),1.4,-0.7,-0.6,-1.5,-3.6,-4.3,6.4,-0.1,-10.0
O=C(Nc1ccc(Cl)cc1)Nc1ccccc1C(=O)O,-1.3,5.4,-3.1,-14.0,-4.2,-10.7,-11.5,1.5,-4.3
O=C(C1CCN(S(=O)(=O)c2cccc3cccnc23)CC1)N1CCCCC1,-1.1,0.3,-0.1,-3.2,5.9,5.7,-3.4,11.3,-6.5
O=C(NCCCN1CCCC1=O)C(=O)NCC1OCCN1S(=O)(=O)c1ccc(Cl)cc1 (stereo not drawn),-0.1,0.0,-0.6,-5.2,-2.4,-9.2,-3.4,0.8,-4.0
Nc1nc2c(Cl)ccc(Cl)c2s1,-0.8,0.1,-0.8,-3.3,2.9,-2.5,-9.3,13.5,-1.3
CCOC(=O)c1ccc(S(=O)(=O)NC2CCC(C)CC2)cc1 (stereo not drawn),-0.8,5.3,-0.2,1.4,1.7,-7.7,9.2,8.9,16.3
CC(C)OC(=O)CCC(=O)Nc1nc2ccccc2s1,-0.7,10.0,0.5,-4.0,-0.3,2.0,-5.1,-3.7,-5.3
Cc1ccc(C(=O)CCC(=O)Nc2ccc(C)cn2)cc1,0.2,-6.8,-0.4,-0.7,10.8,0.6,2.2,3.2,-2.5
COc1ccc(Cc2nnc(NC(=O)c3cccs3)s2)cc1OC,1.8,-1.8,-0.2,-2.5,-3.4,-1.6,3.7,3.8,-3.4
CN(C)CCNC(=O)C(=O)NCC1OCCN1S(=O)(=O)c1cc(F)ccc1F (stereo not drawn),-0.7,-0.4,-0.1,-3.8,7.1,-13.0,-0.8,-4.8,-2.3
CCOC(=O)N1CCC(NC(=O)Cn2ncc3c2-c2cc(C)ccc2OC3)CC1,-0.3,2.0,0.0,-3.4,15.7,-10.0,12.4,-4.1,-4.0
Cc1ccnc(NC(=O)COc2ccc(Cl)cc2)n1,-0.4,-4.3,-0.2,-0.9,-5.5,2.7,7.1,-6.8,-6.5
CCNc1nc(=S)nc(NC(C)C)[nH]1,1.6,2.9,0.7,2.7,25.8,14.6,-5.2,11.7,-10.3
CC(C)CC#Cc1ccc2c(c1)O[C@H](CN(C)C(=O)Cc1ccncc1)[C@H](C)CN([C@H](C)CO)S2(=O)=O,-0.8,-1.5,-0.2,-3.2,-34.1,-10.7,-39.3,13.4,43.3
COc1cc2c(C(=O)N3CCN(C)CC3)c(C)n(-c3ccccc3)c2cc1Br,0.4,0.5,-0.5,-2.0,-1.4,-4.4,10.9,10.9,-6.0
CCCOC(=O)CSc1nc(N2CCOCC2)c2c(c1C#N)CC(C)(C)OC2,1.2,-2.4,-1.2,-4.4,-9.6,-4.8,-1.1,-4.8,1.4
CSc1cccc(CN2CCCC(CO)(Cc3cccc(Cl)c3)C2)c1 (stereo not drawn),1.2,2.3,-0.4,-3.5,14.0,-8.8,2.7,0.5,-4.4
N#Cc1cc(-c2ccccc2)nnc1Sc1ccc(F)cc1,0.4,6.6,-1.7,-3.8,7.8,4.7,-5.6,-11.8,21.7
O=C(c1cc2cc3ccc(Cl)cc3nc2o1)N1CCCCCC1,.,1.8,0.3,-0.5,0.4,2.1,9.1,6.8,62.3*
CN(c1ccccc1)C1CCCCC1NS(=O)(=O)c1ccc(Cl)cc1 (stereo not drawn),0.3,-5.5,0.1,0.1,9.9,-2.5,6.8,1.6,28.6
Cc1nn(-c2ccccc2)nc1C(=O)NN,0.7,-1.7,-0.3,0.3,-11.5,10.2,8.3,2.6,-4.4
COCCNC(=O)C(c1ccco1)N(Cc1ccc(OC)cc1)C(=O)Cn1nnc2ccccc21 (stereo not drawn),1.0,-1.6,-1.1,-11.2,-0.1,-10.3,3.6,-32.6,-12.6
COc1ccc(CCNC(=O)CSc2nc3ccsc3c(=O)n2CC2CCC(C(=O)O)CC2)cc1OC (stereo not drawn),-0.9,3.2,-0.1,-1.2,6.9,0.5,13.6,12.3,-5.6
COc1ccc(-c2nc(NC(=O)CSCCO)sc2C)cc1,-0.1,2.6,0.9,-2.4,-18.7,-2.9,-1.6,-2.5,-7.3
NC(=O)c1ccc(OCC(F)(F)F)nc1,-1.7,0.3,-0.2,-3.4,-3.0,1.1,-0.7,3.1,-6.5
O=C(Nc1ccccc1)Nc1snnc1C(=O)Nc1cccc(O)c1,-0.4,9.0,0.9,-3.5,-4.9,-0.6,-2.3,-3.4,-1.9
O=C1NC[C@H](CCCCN2C[C@H](Cc3ccc(O)cc3)N(Cc3ccccc3)C(=O)C2=O)N(CCc2ccccc2)C1=O,-1.0,1.0,-0.4,-1.6,.,-2.0,17.1,0.4,-6.1
Cc1ccc(C(O)c2ncc(-c3ccc(Cl)cc3)[nH]2)cc1 (stereo not drawn),0.5,7.4,0.1,-0.7,0.6,0.8,5.5,2.7,-0.4
Clc1cccc(Cl)c1CSc1cc2c(nn1)-c1ccccc1CC2,-0.5,-1.7,-0.5,-2.5,-8.1,-14.9,-8.0,6.6,22.5
CC(C)CNC(=O)NC(=O)COc1ccc(C=O)cc1,0.7,1.2,0.2,-9.2,1.3,-1.7,-1.0,-16.9,-8.3
Cc1ccc(NC(=O)NCC(c2cccnc2)N2CCOCC2)cc1 (stereo not drawn),-0.8,-1.4,0.1,-2.7,-2.4,-10.3,0.5,-4.6,-7.8
Cc1nn(-c2ccc3ccccc3c2)c(=O)c2ccccc12,-0.5,-3.4,-1.0,-13.2,-6.2,1.2,3.4,18.8,3.7
CC12CCC3c4ccc(O)cc4CCC3C1CC(O)C2O (stereo not drawn),-0.9,1.2,-1.0,-12.6,9.0,-7.4,-4.6,-14.2,-1.2
Cc1ccc(COC(=O)c2cc([N+](=O)[O-])ccc2N2CCOCC2)cc1,1.6,7.3,-0.3,-1.7,5.0,-0.1,-8.9,-7.2,53.9*
Cc1ccc(NC(=O)CN(C)CC(=O)Nc2ccc(F)c(F)c2F)c(Cl)c1,0.1,2.4,-0.1,-2.6,-8.7,-0.9,-5.3,-4.5,8.7
CN(Cc1ccccc1)Cc1ccccc1F,-1.2,0.3,-0.6,-5.5,-2.8,0.3,-7.5,-3.4,-5.4
CC(C)c1ccc(Nc2ncc3c(n2)CCN(C(=O)NC2CCCCC2)C3)cc1,0.4,1.8,-0.1,-2.0,9.6,-10.2,0.4,0.3,-5.7
CC(C)c1onc(C(=O)N2CCN(Cc3ccccc3)CC2)c1[N+](=O)[O-],-0.7,-0.4,-0.2,0.8,11.9,-0.2,9.1,-0.6,-1.3
O=C(NCCCn1ccnc1)C1CCN(S(=O)(=O)c2ccc(F)cc2)CC1,0.7,1.4,-0.7,-4.3,-9.6,-3.8,9.4,2.3,8.0

# Complete entries as entered above.
# CN(Cc1ccccc1)Cc1ccccc1F across the screens: MsrA inhibitor = -1.2; MT1-MMP act inh = 0.3; Tb MetRS inh = -0.6; bovine MsrA act = -5.5; MLLE-PAM2 inh = -2.8; E coli Lon inh = 0.3; NRP1-CendR mod = -7.5; SKN-1 inh = -3.4; FAS-TE inh = -5.4
# Cc1ccc(NC(=O)CN(C)CC(=O)Nc2ccc(F)c(F)c2F)c(Cl)c1 across the screens: MsrA inhibitor = 0.1; MT1-MMP act inh = 2.4; Tb MetRS inh = -0.1; bovine MsrA act = -2.6; MLLE-PAM2 inh = -8.7; E coli Lon inh = -0.9; NRP1-CendR mod = -5.3; SKN-1 inh = -4.5; FAS-TE inh = 8.7
# Cc1ccc(COC(=O)c2cc([N+](=O)[O-])ccc2N2CCOCC2)cc1 across the screens: MsrA inhibitor = 1.6; MT1-MMP act inh = 7.3; Tb MetRS inh = -0.3; bovine MsrA act = -1.7; MLLE-PAM2 inh = 5.0; E coli Lon inh = -0.1; NRP1-CendR mod = -8.9; SKN-1 inh = -7.2; FAS-TE inh = 53.9*
